Assay outcomes deposited in PubChem BioAssay by Sanford-Burnham Center for Chemical Genomics.
H9c2 TAG inh: inhibitors of triacylglycerol accumulation, primary screen, cell-based, uHTS, fluorescence, H9c2. inhibition, % at 12.5 µM. AID 651582, 2012. 230,000 compounds, 0.66% hits. H9c2 cells, Nile Red lipid (TAG) fluorescence; cells loaded with 200 µM oleic acid;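 active = pattern-corrected inhibition of lipid staining of at least 50% with the nuclear-stain viability signal not falling by more than 50%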;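 note: 0% = DMSO wells and 100% = triacsin C control wells; some results filed as inactive read as strong as hits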
H9c2 TAG inh DAPI viability: further read-out of H9c2 TAG inh, marked with its call; DAPI nuclei signal change (viability), lower = more cytotoxic, %;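 whole-well DAPI fluorescence read on a plate reader as a viability signal; minus 50 percent equals half of cells still viable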
* = called active by the depositor. These rows are one share of the data; rates above refer to the full screens.

SMILES	H9c2 TAG inh	H9c2 TAG inh DAPI viability
COc1ccc(NC(=O)c2ccccc2SC)cc1	-2	-6
COc1cccc(-c2cc(C(=O)NC3CC3)c3ccccc3n2)c1	-5	-7
FC(F)(F)c1cnc(Oc2ccc(-c3nnco3)cc2)c(Cl)c1	-19	-5
CCCCCCn1c(=O)n2n(c1=O)C[C@]1(OC(=O)NCC3CCCCC3)CN(S(=O)(=O)c3ccc(C)cc3)C[C@]1(O)C2	-1	-3
CCN=C(NCC)SC1CC(=O)N(c2ccc(F)cc2)C1=O (stereo not given)	8	-9
CCOc1ccc(Br)cc1S(=O)(=O)NC(=O)c1ccccc1	12	-4
Cc1nc(C(F)(F)F)ccc1C(=O)N1CCC(C)(C(=O)O)C1 (stereo not given)	11	10
CC1(C)CC(=O)C(C(N)=NC(=O)c2ccccc2)=C(O)C1	-3	5
Cc1ccc(C(=O)NC(=S)NNC(=O)c2ccccc2[N+](=O)[O-])cc1	-4	0
CC1CCc2nc3ccc(S(=O)(=O)N4CCC(C(=O)O)CC4)cc3c(C(=O)O)c2C1 (stereo not given)	4	6
O=C1C2C3C=CC(CC3)C2C(=O)N1/N=C/c1c[nH]c2ccccc12 (stereo not given)	-14	-5
O=C(COc1cccc2ccccc12)N/N=C/c1ccc(Sc2nc3ccccc3s2)o1	-43	3
CN1/C(=C\C=Nc2ccc3ccccc3c2)C(C)(C)c2ccccc21	-13	4
Cc1cc([N+](=O)[O-])nn1CCCC(=O)Nc1cccnc1Cl	-12	8
CC#CC(=O)N1CCC(CCc2ccccc2)(C(=O)OCC)CC1	21	-11
O=C(CN1CCOCC1)NNC(=S)Nc1ccc(Cl)cc1	-4	-7
NNC(=O)CCN1CCN(Cc2ccccc2)CC1	-5	10
CCNC(=O)Nc1ccccc1C(=O)OC	4	-2
C[C@H]1CN([C@@H](C)CO)C(=O)Cc2cc(NC(=O)CCC(F)(F)F)ccc2O[C@H]1CN(C)S(=O)(=O)c1ccc(Cl)cc1	64*	-38*
CCc1cc(-c2n[nH]c(=S)n2N)n(C)n1	-3	-1

One compound at a time (already shown):
`COc1cccc(-c2cc(C(=O)NC3CC3)c3ccccc3n2)c1` as listed: H9c2 TAG inh = -5; H9c2 TAG inh DAPI viability = -7
`NNC(=O)CCN1CCN(Cc2ccccc2)CC1` as listed: H9c2 TAG inh = -5; H9c2 TAG inh DAPI viability = 10
`FC(F)(F)c1cnc(Oc2ccc(-c3nnco3)cc2)c(Cl)c1` as listed: H9c2 TAG inh = -19; H9c2 TAG inh DAPI viability = -5

Reprinted at random: 3 records from the list
SMILES	H9c2 TAG inh	H9c2 TAG inh DAPI viability
O=C(CN1CCOCC1)NNC(=S)Nc1ccc(Cl)cc1	-4	-7
Cc1nc(C(F)(F)F)ccc1C(=O)N1CCC(C)(C(=O)O)C1 (stereo not given)	11	10
O=C(COc1cccc2ccccc12)N/N=C/c1ccc(Sc2nc3ccccc3s2)o1	-43	3

Further structures:
SMILES	H9c2 TAG inh	H9c2 TAG inh DAPI viability
CC(=O)C1=C(O)CCCC1=NCc1nc2ccccc2[nH]1	-1	8
O=C(CC(c1ccc(F)cc1)c1ccco1)Nc1nccs1 (stereo not given)	-12	-11
CC(C)CN(C(=O)COC(=O)C(C)N1C(=O)c2ccccc2C1=O)c1c(N)n(Cc2ccccc2)c(=O)[nH]c1=O (stereo not given)	-6	58
O=C(CCN1C(=O)C2CC=CCC2C1=O)Nc1cc(C(F)(F)F)ccc1N1CCCC1 (stereo not given)	-7	4
O=C(CN1C(=O)C2CC=CCC2C1=O)NCC(=O)Nc1ccc(F)c(F)c1F (stereo not given)	-3	2
Cc1c(NC(=O)CN2C(=O)NC(C)(c3ccc(OC(F)F)cc3)C2=O)c(=O)n(-c2ccccc2)n1C (stereo not given)	3	-3
O=C(CCNS(=O)(=O)c1ccc(Br)s1)NCc1ccc(F)cc1	7	-29
O=C(COC(=O)c1ccc[nH]c1=O)NCCc1ccc(F)cc1	0	4
Cc1ccc(NC(=O)COC(=O)C(CC(C)C)N2C(=O)C3CC=CCC3C2=O)c(C)c1 (stereo not given)	1	5
O=C(COc1ncnc2sccc12)NC1CCCc2ccccc21 (stereo not given)	5	-6
COCCNC(=S)N1CCCN(c2nc3cc(C)ccc3cc2C#N)CC1	-6	-1
O=C(Nc1ccc(C(=O)N2CCCCC2)cc1)C1CC1	-19	6
COc1cccc(C(=O)NC2CC3CCCC(C2)N3CC(=O)Nc2ccccc2)c1 (stereo not given)	17	2
COc1ccc(C(=O)COC(=O)c2ccccn2)c(OC)c1	1	-9
N#CC1=C(N)Oc2c(O)cc3ccccc3c2C1c1ccsc1 (stereo not given)	5	-3
Cc1nc2ccc(NC(=O)c3ccco3)cc2nc1C	7	1
CC(C)CNC(=S)N1CCN(c2nc3ccccc3s2)CC1	2	17
COC(=O)[C@@H](NC(=O)NC(C)CCc1ccccc1)C(C)C (stereo not given in full)	-2	0
Cc1cc2[nH]c(=O)c(=O)[nH]c2cc1S(=O)(=O)NCc1ccc(Cl)cc1	5	-4
CC1CC1C(=O)OCC(=O)Nc1ccccc1Oc1ccccc1 (stereo not given)	-27	-1
COc1ccc(Cc2nnc(N/N=C(\C)c3ccccc3)[nH]c2=O)cc1OC	2	3
COc1ccc(-c2csc(NCCc3nc4cc(C(=O)NCCCO)ccc4n3Cc3ccc(C)cc3)n2)cc1	-3	-4
Cc1ccccc1NC(=O)C(=O)NCC1CCCN1S(=O)(=O)c1cccs1 (stereo not given)	-11	-1
Cc1ccc(S(=O)(=O)N2CCOCC2)cc1NC(=O)COC(=O)c1ccc2c(c1)OCO2	8	-4
CC12CN3CC(C)(CN(C1)C3c1ccc(Cl)cc1Cl)C2=O (stereo not given)	-5	-4
CCOC(=O)c1c(C)[nH]c(C(=O)COC(=O)/C=C/c2ccc(OCC#N)c(OC)c2)c1C	-1	-6
CC(=O)Nc1ccc(S(=O)(=O)Nc2nccc(/C=C/c3ccccc3F)n2)cc1	0	-1
NC(=O)C1CCN(c2nc(-c3cc4ccccc4o3)cs2)CC1	9	-5
O=C1CC2(CCN(C(=O)c3c(F)cccc3F)CC2)Oc2ccccc21	-3	0
CCCc1cc(C(=O)NNC(=S)NC2CCCCC2)cs1	0	-2
CCCCc1nnc(NC(=O)c2ccc3c(=O)n4c(nc3c2)CCC4)s1	-14	11
Cc1ccc(CN2CCNC(=O)C2CC(=O)NCCCn2ncc3ccccc32)o1 (stereo not given)	6	12
Cc1ccc(-c2nc(CNC(=O)c3ccco3)cs2)cc1	11	5
Cc1ccc(C(=O)N/N=C/c2ccc(-c3cccc(Cl)c3)o2)cn1	9	2
CCOC(=O)c1c(NC(=O)COc2ccc3ccc(=O)oc3c2)sc(C(=O)N(C)C)c1C	4	1
COC(=O)CCC(=O)Nc1cccc2c(NC(=O)CCC(=O)OC)cccc12	2	-6
CCOc1ccc(-c2nc(C#N)c(NCc3ccco3)o2)cc1	6	13
O=C(COC(=O)c1ccc(Cl)cc1O)NC(=O)C1CCCCC1	-10	13
O=C(CCNS(=O)(=O)c1ccc(OC(F)(F)F)cc1)N1CCN(S(=O)(=O)c2cccc(F)c2)CC1	-6	0
CCNNC(=O)C(O)(c1cccc(C)c1)c1cccc(C)c1	11	-9
CCn1ncc([N+](=O)[O-])c1C(=O)Nc1c(C)nn(Cc2ccc(F)cc2)c1C	9	-11
CCCOc1ccc(F)cc1-c1cc(C(=O)NCc2cccc(C(F)(F)F)c2)[nH]n1	8	4
CN(C(=O)C1CCC(=O)N(Cc2ccccc2F)C1)C1CCOCC1 (stereo not given)	2	5
COCCN1C(=O)C(=O)/C(=C(/O)c2ccc(S(=O)(=O)N3CCOCC3)cc2)C1c1ccc(OC)c(OC)c1 (stereo not given)	10	3
Cc1ccccc1CNc1nc(N)n(-c2ccccc2)n1	2	-3
C[C@@]12CCC=C[C@H]1[C@H](c1ccccc1Br)N(Cc1ccccc1)C2=O	-32	-8
CCOC(=O)CC(NS(=O)(=O)c1ccc(OC)c(C)c1)c1cccc([N+](=O)[O-])c1 (stereo not given)	-19	1
Cc1cc(C)n(S(=O)(=O)c2cc(C)c(C)cc2C)n1	3	-4
CCN(CC)C1CCN(C(=O)c2cc(COc3ccc(F)cc3Cl)on2)C1 (stereo not given)	1	3
CC(C)(C)c1ccc(C(=O)NCc2nnc(SCC(=O)NCC3CCCO3)o2)cc1 (stereo not given)	11	1

Carrying on:
SMILES	H9c2 TAG inh	H9c2 TAG inh DAPI viability
Nc1cc(Cl)ccc1N1CCOCC1	-7	-9
O=C(Cc1cccs1)N1CCN=C1SCc1ccc(F)cc1	-9	8
Cc1cc(NC(=O)CSc2c[nH]c3ccccc23)no1	14	3
O=C(Nc1n[nH]c(C(F)(F)F)n1)C1CC1	9	-13
Cc1ccc(S(N)(=O)=O)cc1NC(=O)/C=C/c1cccs1	-6	-2
CCCC(C(=O)O)n1c(O)c(C=C2N=c3ccccc3=N2)sc1=S (stereo not given)	-3	3
Cc1ccc2sc(N(CCCN(C)C)C(=O)c3ccc(S(=O)(=O)N4CCc5ccccc5C4)cc3)nc2c1C	11	7
COc1ccccc1OCCn1ccnc1	-10	9
CCN(CC)c1nc2c(c(=O)[nH]c(=O)n2C)n1Cc1ccccc1	-15	-9
C[C@H](CO)N1C[C@H](C)[C@@H](CN(C)S(C)(=O)=O)Oc2ccc(NC(=O)Nc3ccccc3)cc2C1=O	11	-5
Cn1nccc1C(=O)Nc1ccc2c(c1)OCCO2	-1	-1
O=C(Nc1nnc([C@@H]2C[C@H](O)[C@@H](CO)O2)s1)c1c(F)cccc1F	11	-1
Cc1ccc(C(=O)O)cc1NC(=S)NC(=O)c1ccc(-c2ccccc2)cc1	-9	1
COc1ccc(C(=O)Nc2ccc(NC(=O)c3cccs3)c(OC)c2)cc1Cl	39	6
NC(=O)c1cnn(C2CCS(=O)(=O)C2)c1 (stereo not given)	-4	1
CC(=O)NCCc1ccc(C(=O)COC(=O)c2cccn2C)cc1	5	0
Nc1n[nH]c(C2CCCCC2)n1	-1	1
CCn1c(=O)cc(SCC(=O)Nc2cc(OC)c(OC)c(OC)c2)c2ccccc21	11	-1
COc1ccc(/C=C2/CCCC(C(=O)C(F)(F)F)=C2O)cc1OC	1	-8
Cc1cccc(CCNC(=O)C2CCCN(S(=O)(=O)c3cccc4nsnc34)C2)c1 (stereo not given)	-5	-2
CCOC(=O)C1=C(C)NC(C)=C(C(=O)OCC)C1C(=O)OCC(=O)N1CC(C)OC(C)C1 (stereo not given)	-2	0
N=C1/C(=C\c2ccc(OC(=O)c3ccccc3)cc2)C(=O)N=C2SC(N3CCOCC3)=NN12	-3	7
Cc1ccc(NC(=O)CSc2nc3ccccc3nc2N2CCCC2)cc1	33	-6
CC(=O)c1ccc(OCc2cc(C(=O)N(C)Cc3ncc(C)[nH]3)no2)cc1	15	2
CC(=O)NC1=NN(C(C)=O)C(C)(CS(=O)(=O)c2ccc3ccccc3c2)S1 (stereo not given)	-6	-14
CC(C)c1onc(C(=O)NCc2cccs2)c1[N+](=O)[O-]	12	-5
COc1ccc(NC(C)=O)cc1S(=O)(=O)N1CCn2cccc2C1C (stereo not given)	10	39
CC1CC(C)CN(C(=O)c2cccc(S(=O)(=O)NCc3ccccc3)c2)C1 (stereo not given)	-4	-2
COc1ccccc1/C=N\Nc1cn[nH]c(=O)c1Cl	7	4
O=C(NC1CCCCC1)c1cc(C2CC2)nn1-c1ccccc1	7	-3
CCN(CC)CCCNC1CCS(=O)(=O)C1 (stereo not given)	4	15
COc1ccc(C(C#N)=C2C=C(Cl)C(=NO)C=C2Cl)cc1	-3	-4
Clc1ccc(OCc2nn[nH]n2)cc1	8	-13
Cc1ccc(-c2ccc3c(c2)O[C@H](CN(C)C(=O)CC2CC2)[C@H](C)CN([C@@H](C)CO)S3(=O)=O)cc1	-3	-2
O=C(CCN1C(=O)C2CCCCC2C1=O)Nc1cc(F)ccc1F (stereo not given)	7	-3
COc1ccc(C(C)=O)cc1Cn1c(C)c(C(=O)NCc2ccc3c(c2)OCO3)sc1=O	4	-7
N#C/C(=C\c1ccc(OCC(N)=O)cc1)C(=O)NC1CC1	0	1
O=C(Nc1ccc2ccccc2c1[N+](=O)[O-])c1ccccc1	-2	-4
CCC1CCCCN1C(=O)Cn1c(=O)oc2ccccc21 (stereo not given)	-12	9
CC(=O)Nc1ccc(Oc2ncccn2)c(Cl)c1	-17	14

Another view of three compounds above:
Molecule,H9c2 TAG inh,H9c2 TAG inh DAPI viability
CCC1CCCCN1C(=O)Cn1c(=O)oc2ccccc21 (stereo not given),-12,9
O=C(Nc1ccc2ccccc2c1[N+](=O)[O-])c1ccccc1,-2,-4
COc1ccc(C(C)=O)cc1Cn1c(C)c(C(=O)NCc2ccc3c(c2)OCO3)sc1=O,4,-7

The results go on:
SMILES	H9c2 TAG inh	H9c2 TAG inh DAPI viability
CC(=O)OC1COC(OC(C)=O)CO1 (stereo not given)	10	-6
C[C@@H]1CN([C@H](C)CO)C(=O)c2cc(Br)cnc2O[C@H]1CN(C)C(=O)c1ccccc1	-5	1
CCOC(=O)C1=C(c2ccccc2)NC(=O)NC1c1ccc(O)c(OCC)c1 (stereo not given)	-8	3
CN(Cc1cccc(F)c1)C(=O)CSc1nnnn1C1CC1	7	1
COc1cccc(CNC(=O)c2ccc(NS(=O)(=O)c3ccc4[nH]c(=O)[nH]c4c3)cc2)c1	-8	5
CCCN(CCC)CCNC(=O)CS(=O)Cc1nc(-c2ccc(C)cc2)oc1C (stereo not given)	-9	-7
CN(C)Cc1ccc(O)c(CCc2ccccc2)n1	20	-1
Cc1nc(Br)c(Br)n1Cc1ccccc1	-12	3
O=C(/C=C/c1ccc(Cl)cc1Cl)n1cccn1	6	-11
